Tau filament bind: qHTS Assay for Tau Filament Binding | Microtubule-associated protein tau (Homo sapiens), P10636 | recombinant tau filaments, thioflavin S fluorescence, 15 h; filaments grown with octadecylsulfate alongside compound | Potency, µM (top dose mostly 57.1 µM), without a hit: top-dose activity change, negative = inhibition | hit rate 2% among 71,000 | AID 596, 2007;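 further: potency means the concentration at half of the fitted maximal effect; on the % scale 0 is the no-effect control and ±100 the full control effect; actives lower thioflavin S fluorescence by blocking filaments or displacing dye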
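Tau 2 uM in ThS buffer dispensed; compound added; 60 uM ODS added (finals 1 uM tau, 30 uM ODS); 15 h 37 C; fluor ex450/em510.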
HEK293 cAMP ctrl: qHTS Assay for Agonists of the Thyroid Stimulating Hormone Receptor: Activators of Intracellular cAMP Concentrations in Parental HEK 293; parental HEK293 CNG cAMP sensor, membrane potential fluorescence; Potency, µM (top dose mostly 57.1 µM), for the others: top-dose activation, hits mostly activators; AID 938, 2007; hit rate 2.5% among 73,000; further: potency means the concentration at half of the fitted maximal effect; % of control where 0% means no effect; nearly all actives have a fitted effect of over 55% in size
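Counterscreen for endogenous-receptor signalling: CNG-channel HEK 293 cells report cAMP rise by membrane depolarization. After 60 min dye equilibration with 100 uM RO 20-1724, compounds incubated 30 min before bottom-read fluorescence at 590 nm.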
USP2a inh: qHTS Assay for Inhibitors of Ubiquitin-specific Protease USP2a; Ubiquitin carboxyl-terminal hydrolase 2 (Homo sapiens), O75604; USP2a enzymatic assay, qHTS inhibition; Potency, µM (top dose mostly 38.3 µM), for inactives: at the top dose activity change, negative = inhibition, hits mostly inhibitors; hit rate 0.1% among 60,000; AID 927, 2007;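 further: potency means the concentration at half of the fitted maximal effect; nearly all actives have a fitted effect of over 60% in size; plate controls were DMSO for no effect and NEM full inhibition control for full effect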
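USP2 core (20 nM final) was preincubated with compound for 30 min at RT in 20 mM Tris-HCl pH 8.0, 2 mM CaCl2, 2 mM beta-mercaptoethanol; Ub-PLA2 (20 nM) plus NBD C6-HPC (20 uM) then added, fluorescence read after 2.5 h.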
Caspase-1 inhib: qHTS Assay for Allosteric/Competitive Inhibitors of Caspase-1; P29466; Potency, µM (highest dose often 57.5 µM), without a hit: top-dose activity change, negative = inhibition, most hits filed as inhibitors; hit rate 0.03% among 75,000; AID 900, 2007; Caspase-1 enzyme, Ac-WEHD-AFC fluorogenic rate;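 further: potency means the concentration at half of the fitted maximal effect; plate controls were vehicle for no effect and no substrate for full effect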
Target sequence (P29466 120-297 limits assumed): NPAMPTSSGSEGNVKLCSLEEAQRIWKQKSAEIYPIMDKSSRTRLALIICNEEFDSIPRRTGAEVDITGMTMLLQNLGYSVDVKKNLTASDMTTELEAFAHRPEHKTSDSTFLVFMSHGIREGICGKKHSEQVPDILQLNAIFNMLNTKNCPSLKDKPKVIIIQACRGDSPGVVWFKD
Target sequence (P29466 317-404 limits assumed): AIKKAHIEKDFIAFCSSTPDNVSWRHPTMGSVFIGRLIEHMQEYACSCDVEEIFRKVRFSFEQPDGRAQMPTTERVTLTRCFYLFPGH
Luciferase inh: qHTS Assay for Inhibitors of Firefly Luciferase. Potency, µM (doses to about 57.1 µM), for inactives: at the top dose activity change, negative = inhibition, hits mostly inhibitors. purified firefly luciferase, luminescence, 8 min. AID 411, 2009. hit rate 2.2% among 72,000; further: potency means the concentration at half of the fitted maximal effect; on the % scale 0 is the no-effect control and ±100 the full control effect; nearly all actives have a fitted effect of over 40% in size
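Here, luciferase activity is measured as luminescence following an 8 min room-temperature reaction at 10 uM ATP, pH 7.2. Every library sample is titrated.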
BRCT PPI red: qHTS Assay for Inhibitors of BRCT-Phosphoprotein Interaction (Red Fluorophore) | BRCT-phosphopeptide binding, red fluorescence polarization | Potency, µM (highest dose often 76.9 µM), for the others: at the highest dose activity change, negative = inhibition, usual class: inhibitors | hit rate 0.03% among 75,000; further: on the % scale 0 is the no-effect control and ±100 the full control effect
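Fluorescence polarization: 100 nM His-tagged BRCA1 BRCT with 100 nM TAMRA-labelled phospho-BACH1 decapeptide, phosphate buffer pH 7.3 with 150 mM NaCl, DTT, 0.01% Tween 20; 12 min RT. Binding inhibition seen as FP decrease.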
A350 autofl: qHTS Assay for Spectroscopic Profiling in A350 Spectral Region | Compound autofluorescence, 340/450 nm, Alexa 350 dye-equivalents; active compounds read high | max dye-equivalent concentration, M | hit rate 11% among 59,000 | AID 590, 2007; in the data active means max dye-equivalent concentration above about 10 nM; inconclusive means mostly about 1.1 nM to 9.6 nM
BRCT PPI green: qHTS Assay for Inhibitors of BRCT-Phosphoprotein Interaction (Green Fluorophore); BRCA1 BRCT-phosphopeptide binding, green fluorescence polarization; AID 875, 2007; hit rate 0.05% among 75,000; Potency, µM (doses to about 76.9 µM), for the others: at the highest dose activity change, negative = inhibition, usual class: inhibitors; Breast cancer type 1 susceptibility protein (Homo sapiens), P38398;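 further: potency means the concentration at half of the fitted maximal effect; plate controls were peptide without protein for full effect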
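Fluorescence polarization: His-tagged BRCT (~35 kDa BRCA1 C-terminus, 250 nM) bound to 100 nM fluorescein-labeled phosphorylated 10-aa BACH1 peptide, pH 7.3 phosphate buffer with DTT and Tween 20. Compounds incubated 12 min at room temperature; inhibition read as lowered polarization.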
Caspase-7 inhib: qHTS Assay for Allosteric/Competitive Inhibitors of Caspase-7; recombinant caspase-7, Ac-DEVD-AFC fluorescence rate; Potency, µM (titrated, usually from 57.5 µM), for inactives: top-dose activity change, negative = inhibition, actives largely listed as inhibitors; hit rate 0.02% among 75,000; active means well fitted inhibition curve with a large enough effect in the main read-out, with a control signal flat, not every such curve was filed as active; inconclusive means small, poorly fitted or top-dose-only effect, or a change in a side signal; further: potency means the concentration at half of the fitted maximal effect; % of control where 0% means no effect
Target sequence (P55210 24-198 limits assumed): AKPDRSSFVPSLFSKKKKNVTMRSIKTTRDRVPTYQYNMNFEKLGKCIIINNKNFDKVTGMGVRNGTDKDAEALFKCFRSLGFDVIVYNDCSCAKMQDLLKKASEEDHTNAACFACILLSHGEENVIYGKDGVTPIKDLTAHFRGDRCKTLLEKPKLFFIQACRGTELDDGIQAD
Target sequence (P55210 207-303 limits assumed): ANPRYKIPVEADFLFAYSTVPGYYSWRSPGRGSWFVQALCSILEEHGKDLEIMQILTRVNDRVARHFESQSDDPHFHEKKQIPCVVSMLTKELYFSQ
ERK AVP block: qHTS Assay for Inhibitors of the ERK Signaling Pathway using a Homogeneous Screening Assay | HEK293-V1b, vasopressin-stimulated pERK AlphaScreen | Potency, µM (doses to about 57.5 µM), for the others: at the highest dose activity, negative = inhibition, actives largely listed as inhibitors | hit rate 0.99% among 72,000; further: potency means the concentration at half of the fitted maximal effect; on the % scale 0 is the no-effect control and ±100 the full control effect; nearly all actives have a fitted effect of over 55% in size
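Phosphorylated ERK1/2 detected via AlphaScreen bead proximity in lysates of V1b-expressing HEK293 cells given 25 nM vasopressin for 5 min after 30 min compound exposure (37 °C). AC50 from Hill equation; basal DMSO 0%, vasopressin 100%.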
CRE-bla Fsk: Cell signaling CRE-BLA (Fsk stim); CHO CRE-bla reporter (cAMP response element driving beta-lactamase), forskolin EC10, beta-lactamase ratio; Potency, µM (highest dose often 38.2 µM), inactives show top-dose activity change, negative = inhibition, most hits filed as activators; hit rate 2.5% among 71,000; active means well fitted activation curve with a large enough effect in the signal ratio, with a control signal flat, not every such curve was filed as active; inconclusive means small, poorly fitted or top-dose-only effect, or effect the other way, or a change in a side signal; the % refers to the signal ratio; further: potency means the concentration at half of the fitted maximal effect; % of control where 0% means no effect
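AC50 values, positive or negative, reflect shifts in EC10 NKH 477-induced CRE-bla reporter activity in CHO cells. Incubation lasted 3 h at 37 °C before CCF4 substrate (2 h, room temperature) and ratiometric 460/530 nm reading.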
* marks the source's active call; other numbers are inactive results; i = inactive; ? = inconclusive; / = no result given; & = joins results of further samples; [ ] = dose if it differs, or a comment. Unless noted, the call rests on the fitted dose curve; in most records, active means well fitted curve in the direction sought with a large enough effect; inconclusive means small, poorly fitted or top-dose-only effect, or another doubt; inactive means no such curve, though single readings can be large; an effect the other way counts as inactive or inconclusive.

SMILES	Tau filament bind	HEK293 cAMP ctrl	USP2a inh	Caspase-1 inhib	Luciferase inh	BRCT PPI red	A350 autofl	BRCT PPI green	Caspase-7 inhib	ERK AVP block	CRE-bla Fsk
Fc1ccccc1N1CCN(Cc2c(F)cccc2F)CC1	-2%	2%	1%	-1%	3%	-0.2%	i	0.2%	1%	-18%	-7%
c1ccc(N2CCC3(CCNCC3)CC2)nc1	9%	?	43%[activator]	1%	0%[11.4 µM]	-0.5%	i	-1.0%	1%	?	?
CCN(CC)c1ncnc2c1ncn2[C@@H]1O[C@@H](COP(=O)(O)OP(=O)(O)C(Br)(Br)P(=O)(O)O)[C@H](O)[C@H]1O	?	1%	/	-2%	2%	1.0%	/	-2.0%	-1%	-15%	-2%
N#Cc1ccc(CN2CC3(CCNCC3)C2)cc1	2%	5%	-10%	-2%	0%[11.4 µM]	-1.8%	i	-4.7%	-1%	11%	-10%
S=C(NC1CCCCC1)N1CCC(c2cnc[nH]2)CC1	?	4%&7%	0%	1%&0%	1%&-3%	0.7%&2.0%	i	-0.8%&-2.6%	-1%&2%	-17%&20%	8%&7%
Cn1c(=O)cc(SCC(=O)N2CCC3(CC2)OCCO3)c2ccccc21	2%	-1%	8%	-1%	2%	-3.4%	i	-1.3%	1%	0%	3%
O=C1CCCC2[C@@H]3CCCN4CCC[C@@H](CN12)C34 (stereo partly drawn)	/	/	/	1%	/	-2.0%	/	-6.3%	1%	?	/
Cc1ccc(-n2c(O)c(C=NCc3cccnc3)c(=O)[nH]c2=O)cc1C	10%	-1%	-5%	-1%	1%	0.5%	?	-1.2%	1%	-7%	13%
CCN1CCN(C(=O)Cc2coc3cc(C)cc(C)c23)CC1	-8%	10%	32%	3%	-3%	0.1%	i	-0.1%	0%	4%	-11%
C[N+]1(C)CCO[C@@](O)(c2ccc(-c3ccc([C@]4(O)C[N+](C)(C)CCO4)cc3)cc2)C1	-9%	2%	-3%	-1%	-3%	-2.2%	i	-4.2%	4%	-6%	-4%
CCOC(=O)c1c(C)c(P(=S)(N2CCOCC2)N2CCOCC2)n(C)c1C	8%	14%	-8%	-1%	0%	-0.8%	i	-4.7%	-2%	-6%	10%
Cn1c(=O)c2[nH]cnc2n(C)c1=O.[CH2-][C@H](Cc1cccc2cc(C(=O)O)c(=O)oc12)OC.[Hg].[OH-]	8%[11.4 µM]	3%[11.4 µM]	/	2%[11.5 µM]	2%[11.4 µM]	-3.6%[15.4 µM]	i	0.5%[15.4 µM]	1%[11.5 µM]	12%[11.5 µM]	-6%[7.6 µM]
C[C@H]1CC[C@]2(OC1)O[C@@H]1C[C@@H]3[C@@H]4CC[C@H]5C[C@@H](O)CC[C@]5(C)[C@@H]4CC(=O)[C@@]3(C)[C@H]1[C@@H]2C	-12%[25.6 µM]	-1%[25.6 µM]	16%[17.1 µM]	-9%[25.7 µM]	-5%[25.5 µM]	-1.8%[34.4 µM]	i	-4.0%[34.4 µM]	2%[25.7 µM]	10%[25.7 µM]	0%[17.1 µM]
O=C(O)C(Cl)Br (stereo not drawn)	1%	10%	/	-4%	/	-0.7%	/	0.1%	1%	7%	-4%
CC(=O)OC1CCC23C(=O)OC45CCC(C6=CC(=O)OC6)C4(C)CCC2C5CCC3(O)C1 (stereo not drawn)	/	/	10%	3%	/	1.8%	/	-1.9%[3.08 µM]	0%	-1%	/
COC(=O)C1=C(N)OC(C)=C(C(C)=O)C12C(=O)N(C)c1ccccc12 (stereo not drawn)	-3%	6%	1%	2%	0%	1.4%	i	-1.8%	0%	-1%	8%
CC1(C)C(C(Cl)Cl)C2(Cl)C(Cl)C(Cl)C1(Cl)C2(Cl)Cl (stereo not drawn)	/	/	-17%	-2%	/	0.9%	/	-1.4%	1%	41%[activator]	/
COc1ccc(C(=O)O)cc1OC	/	/	11%	1%	/	0.6%	/	2.8%[3.08 µM]	1%	25%	/
Cc1cc(Cl)ccc1OCC(=O)O	2%	-7%	-8%	1%	2%	-0.5%	i	-3.1%	-3%	-22%	-2%
N#Cc1ccc(CN2CCC3(CC2)CCN(C(=O)Oc2ccccc2)CC3)cc1	1%	?	84%[activator]	-2%	2%[11.4 µM]	0.3%	i	-1.6%	0%	-5%	1%
COc1cc(C2c3cc4c(cc3C(OC(C)=O)[C@H]3COC(=O)C23)OCO4)cc(OC)c1OC (stereo partly drawn)	/	/	-8%&11%	2%&0%	/	0.5%&-0.9%	/	0.1%&-3.7%	0%&-1%	-35%&-10%	/
COC1=C(C)C(=O)c2c(c(COC(N)=O)c3n2C[C@@H]2[C@@H]3N2C)C1=O (stereo partly drawn)	-13%[11.4 µM]	0%[11.4 µM]	/	-9%[11.5 µM]	1%[11.4 µM]	-0.2%[15.4 µM]	i	-0.5%[15.4 µM]	-1%[11.5 µM]	25%[11.5 µM]	0.2µM*
Cc1cccc(-c2nc3ccccc3c(=O)n2-n2cccc2)c1	11%[11.4 µM]	4µM*	8%[7.66 µM]	-1%	1%	-0.7%	/	0.9%	-2%	?	?
CC(=O)c1c(C)[nH]c(C(=O)N2CCC3(CC2)OCCO3)c1C	7%	-1%	4%	5%	-1%	0.1%	i	-2.2%	1%	8%	5%
CC(C)(O)[C@H]1O[C@@H]2CC[C@]3(C)[C@@]4(C)c5[nH]c6ccccc6c5C[C@@H]4CC[C@]3(O)C2=CC1=O	?	-26%	/	-3%	3%	0.8%	/	-1.6%	-2%	-17%	5%
CCCn1c(C)c(C(=O)c2ccc3ccccc3c2)c2ccccc21	-11%	?	-11%	-1%	4%	-2.5%	i	-2.1%	-2%	52%[activator]	0%
c1cc(N2CCCC3(CCNCC3)C2)ccn1	20%	2.5µM*	10%	-2%	0%[11.4 µM]	-0.1%	i	-6.5%	1%	7%	3%
N#C/C(=C\c1cccc(O)c1)C(=O)O	/	/	-12%	-1%	/	0.7%	/	-2.2%	0%	3%	/
Cc1ccc(C)c(N2CCN(S(=O)(=O)c3ccc4c(c3)oc(=O)n4C)CC2)c1	-9%	21%	35%[activator]	3%	0%	-0.8%	i	1.1%	1%	18%	?
c1ccc2c(c1)-c1cccc3cccc-2c13	-1%	?	/	-11%	/	-2.0%	/	-4.9%	-24%	44%[activator]	?
CCOC(=O)CCN=Cc1c(O)n(-c2ccc(Br)cc2)c(=O)[nH]c1=O	-10%	2%	2%	0%	-2%	-1.3%	?	-1.3%	1%	9%	-12%
Cc1nc2cc(F)ccc2n1C1CCN(Cc2nnnn2CCc2ccccc2)CC1	1%	?	56%[activator]	1%	1%	-3.5%	i	0.9%	-7%	-10%	?
O=[N+]([O-])c1cc([N+](=O)[O-])c2ccccc2c1	-14%	?	/	-1%	/	0.5%	/	-1.2%	1%	-25%	7%
C(=NCCN1CCOCC1)=NC1CCCCC1	4%[11.4 µM]	4%[11.4 µM]	/	1%[11.5 µM]	2%[11.4 µM]	-0.5%[15.4 µM]	i	-0.8%[15.4 µM]	1%[11.5 µM]	-1%[11.5 µM]	2%[7.6 µM]
O=C(Oc1ccccc1)N1CCC2(CC1)CN(C(c1ccccc1)c1ccccc1)C2	2%	32µM*	49%[activator]	-6%	0%[11.4 µM]	0.5%	i	-1.1%	-2%	-11%	-12%
COc1ccc(-n2c(C)nc3cc(C(=O)N4CCC5(CC4)OCCO5)ccc32)cc1	5%	-5%	-3%	1%	3%	0.4%	i	1.1%	0%	-13%	10%

Screens deposited in PubChem by National Center for Advancing Translational Sciences (NCATS).

Not all compounds are listed (hit frequency here may not be typical).
